SMN2 splice up: enhancers of SMN2 splice variant expression | HEK293 SMN2-luciferase splicing reporter, luminescence, 30-36 h | Potency, µM (doses to about 46.1 µM), for inactives: top-dose activity change, positive = activation, usual class: activators | 2.8% of 210,000 active | AID 1458; note: % of control where 0% means no effect; nearly all actives have a fitted effect of over 55% in size
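HEK293 cells carry an SMN2 […]–luciferase reporter in which exon 7 inclusion puts luciferase in frame. Cells were plated 10-12 h before compound addition, then incubated 30-36 h at 37C. ONE-Glo luminescence was read; sodium butyrate at 4.5 mM final served as control.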
ALDH1A1 inh: blocks purified human ALDH1A1 activity. Potency, µM (series often up to 75.3 µM), without a hit: top-dose activity, negative = inhibition, hits mostly inhibitors. Purified ALDH1A1, NADH fluorescence, propionaldehyde substrate. 7.3% of 220,000 active. P00352; active = well fitted inhibition curve with a large enough effect, not every such curve was filed as active; inconclusive = small, poorly fitted or top-dose-only effect, or another doubt; inactive = no such curve, though single readings can be large or run the other way;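 note: plate controls were no enzyme wells and a reference inhibitor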
Target sequence (P00352 whole entry, looked up): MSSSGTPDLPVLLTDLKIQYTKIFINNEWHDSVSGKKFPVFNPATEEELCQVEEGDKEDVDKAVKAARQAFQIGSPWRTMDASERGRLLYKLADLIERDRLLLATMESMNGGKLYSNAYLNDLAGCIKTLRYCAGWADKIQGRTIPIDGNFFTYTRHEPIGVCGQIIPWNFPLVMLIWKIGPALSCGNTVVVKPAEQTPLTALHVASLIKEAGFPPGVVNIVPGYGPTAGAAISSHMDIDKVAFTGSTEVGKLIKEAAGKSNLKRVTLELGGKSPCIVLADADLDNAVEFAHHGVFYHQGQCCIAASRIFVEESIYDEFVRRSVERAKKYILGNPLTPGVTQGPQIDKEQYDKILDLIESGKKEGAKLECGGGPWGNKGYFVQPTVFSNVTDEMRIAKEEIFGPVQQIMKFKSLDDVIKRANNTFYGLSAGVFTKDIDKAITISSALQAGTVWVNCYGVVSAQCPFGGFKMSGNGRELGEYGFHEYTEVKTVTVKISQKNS
HTT ATP protect: cytoprotection in Huntington HTT-Q103 PC12 cell model; PC12 HTT-Q103 induced, cytoprotection, ATP luminescence, 40 h; Potency, µM (doses to about 56.4 µM), inactives show cytoprotection (ATP increase), actives largely listed as activators; 0.14% of 230,000 active; AID 1471;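 note: % of control where 0% means no effect; nearly all actives have a fitted effect of over 45% in size; toxic huntingtin expression switched on by the ecdysone agonist tebufenozide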
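PC12 cells stably carrying ecdysone-inducible Htt exon 1 (Q103)–GFP were induced with 100 nM tebufenozide (final) alongside library compounds in a dose series. Cytoprotection was scored as retained ATP by ATPlite luminescence.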
Tau fluor cs: counter-screen for tau fibril formation inhibitors. 0.93% of 280,000 active. tau K18 P301L Alexa594 fluorescence, heparin fibrillization. AID 1463. Potency, µM (top dose mostly 57.7 µM), for inactives: at the top dose activity change, negative = decrease; note: % is set by controls: 0 for no effect and ±100 for the full control effect; nearly all actives have a fitted effect of over 55% in size
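Human K18 P301L tau (15 uM unlabeled plus 0.24 uM Alexa 594-labeled, final) in 100 mM sodium acetate pH 7 was mixed with compound and 20 uM heparin and incubated 6 hr at 37 C.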
Tau fibril FP: blocks human tau fibril formation measured by polarization; 0.39% of 280,000 active; Potency, µM (top dose mostly 57.7 µM), without a hit: at the top dose activity, negative = inhibition, actives largely listed as inhibitors; AID 1468; K18 P301L tau heparin fibrillization, Alexa594 FP, 6 h; P10636; note: % is set by controls: 0 for no effect and ±100 for the full control effect; nearly all actives have a fitted effect of over 55% in size
Target sequence (P10636 561-689 P618L limits assumed): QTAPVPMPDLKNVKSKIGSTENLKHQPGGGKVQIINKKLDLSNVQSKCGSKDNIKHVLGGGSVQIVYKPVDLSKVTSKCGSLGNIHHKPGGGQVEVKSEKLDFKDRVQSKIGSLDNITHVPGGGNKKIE
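K18 P301L tau (15 uM unlabeled/0.24 uM Alexa 594-labeled, final) + compound + heparin 20 uM final; 100 mM NaOAc pH 7; 6 hr 37 C; ThT 30 uM final added, 1 hr RT; FP ex 555/em 632 nm.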
KDM4E inh: JMJD2E (human) inhibition | JMJD2E catalytic domain, FDH-coupled NADH fluorescence (FDH is formaldehyde dehydrogenase) | Potency, µM (doses to about 57.1 µM), for inactives: top-dose activity change, negative = inhibition, hits mostly inhibitors | 1.6% of 230,000 active | AID 2147; active = well fitted inhibition curve with a large enough effect, not every such curve was filed as active; inconclusive = small, poorly fitted or top-dose-only effect, or another doubt; inactive = no such curve, though single readings can be large or run the other way;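 note: 0% = wells with enzyme and -100% = buffer wells without enzyme; nearly all actives have a fitted effect of over 50% in size; many of its hits are not listed in these tables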
Target sequence (B2RXH2 1-337 limits assumed): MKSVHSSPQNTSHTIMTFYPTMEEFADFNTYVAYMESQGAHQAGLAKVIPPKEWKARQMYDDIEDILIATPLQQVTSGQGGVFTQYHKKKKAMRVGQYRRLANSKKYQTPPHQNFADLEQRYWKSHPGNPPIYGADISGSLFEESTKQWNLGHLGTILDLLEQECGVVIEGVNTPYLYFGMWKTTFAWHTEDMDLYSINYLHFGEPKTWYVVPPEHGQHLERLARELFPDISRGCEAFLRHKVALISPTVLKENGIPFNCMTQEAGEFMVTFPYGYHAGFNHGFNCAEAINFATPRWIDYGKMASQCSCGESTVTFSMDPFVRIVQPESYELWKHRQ
HTT aggregate: mutant huntingtin aggregation inhibition; PC12 HttQ103-GFP aggregates, Acumen cytometry, 40 h; Potency, µM (titrated, usually from 46.1 µM), for the others: at the highest dose activity change, negative = inhibition, actives largely listed as inhibitors; 1.1% of 220,000 active; note: % is set by controls: 0 for no effect and ±100 for the full control effect; nearly all actives have a fitted effect of over 60% in size
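Read-out: GFP aggregate count by laser scanning cytometer (488 nm excitation, 500-530 nm emission, 1–25 µm objects >6 SD above background). Cells: PC12, inducible HTTex1-Q103-GFP, 100 nM tebufenozide; compounds titrated.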
Tau ThT inhib: inhibitors of human tau fibril formation, thioflavin T binding. P10636. recombinant tau K18 P301L (four-repeat tau fragment), heparin-induced fibrillization, ThT fluorescence. Potency, µM (titrated, usually from 57.4 µM), for the others: at the top dose activity, negative = inhibition, usual class: inhibitors. 2.1% of 270,000 active; note: % is set by controls: 0 for no effect and ±100 for the full control effect; nearly all actives have a fitted effect of over 55% in size
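Recombinant human tau K18 fragment […] carrying P301L, 15 uM unlabeled plus 0.24 uM Alexa 594-labeled, was fibrillized with 20 uM heparin in 100 mM sodium acetate pH 7 for 6 hr at 37 C; 30 uM ThT fluorescence read after 1 hr.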
Starred values were filed as active, the others as inactive; ? = inconclusive; / = no result given; [ ] = dose if it differs, or a comment. Unless noted, calls come from the whole dose curve; as a rule, active = well fitted curve in the direction sought with a large enough effect; inconclusive = small, poorly fitted or top-dose-only effect, or another doubt; inactive = no such curve, though single readings can be large; an effect the other way counts as inactive or inconclusive. Potency is the fitted concentration of half-maximal effect.

Preview (2 entries):
Compound	SMN2 splice up	ALDH1A1 inh	HTT ATP protect	Tau fluor cs	Tau fibril FP	KDM4E inh	HTT aggregate	Tau ThT inhib
O=C(COC(=O)C1CC2C=CC1C2)NCCc1ccccc1 (stereo not given)	-3.4%	?	-9.7%	2.1%	3.9%	-3.0%	-6.2%	-0.6%
COC(=O)CNC(=O)c1ccc2c(c1)S(=O)(=O)c1ccccc1C2=O	-6.5%	11.2µM*	15.5%	-7.5%	-0.1%	-0.7%	-14.1%	-2.7%

Results, previewed entries included:
Compound	SMN2 splice up	ALDH1A1 inh	HTT ATP protect	Tau fluor cs	Tau fibril FP	KDM4E inh	HTT aggregate	Tau ThT inhib
O=C(COC(=O)C1CC2C=CC1C2)NCCc1ccccc1 (stereo not given)	-3.4%	?	-9.7%	2.1%	3.9%	-3.0%	-6.2%	-0.6%
COC(=O)CNC(=O)c1ccc2c(c1)S(=O)(=O)c1ccccc1C2=O	-6.5%	11.2µM*	15.5%	-7.5%	-0.1%	-0.7%	-14.1%	-2.7%
[O-][n+]1onc2c1CCc1nnccc1-2	29.0%	6.0%	12.3%	-5.8%	7.0%	0.5%	24.2%	-11.1%
O=C(Nc1nncs1)c1ccccc1Br	24.8%	-4.5%	3.1%	2.2%	6.1%	7.8%	-6.6%	-3.1%
CC(C)(O)C#Cc1ccc(CN2CCN(Cc3ccccc3)C(CCO)C2)cc1 (stereo not given)	/	?	3.2%[10 µM]	-2.2%	-4.0%	-7.0%	-16.6%[9.22 µM]	0.0%
CCCCc1nnc(NC(=O)C2CC(=O)N(c3ccc4c(c3)OCCO4)C2)s1 (stereo not given)	-20.2%	-4.5%	26.7%[10 µM]	-13.8%	4.1%	-2.3%	2.1%	-9.0%
CCOc1cc(C2C(C(=O)O)c3cc(OCC)c(OCC)cc3C(=O)N2C)ccc1O (stereo not given)	-6.7%	-7.7%	5.3%	12.1%	1.7%	-1.0%	-9.9%	2.9%
O=C(CSc1n[nH]c(-c2ccccc2)n1)NC(=O)NCc1ccco1	1.8%	-5.5%	-9.9%	-12.8%	-2.6%	0.9%	8.7%	-11.4%
O=S1(=O)CCC(NC(=S)Nc2ccc(Cl)cc2)C1 (stereo not given)	22.1%	3.0%	35.0%[10 µM]	10.0%	-2.3%	-7.3%	12.7%	7.1%
Cc1nn(C)cc1CNC(=O)C1C2CCC(O2)C1C(=O)O (stereo not given)	-14.6%	5.2%	-15.4%	-6.0%	1.9%	-3.6%	13.2%	-12.8%
Cc1ccc(C2=Nc3ccccc3N=C(c3ccc(F)cc3)C2)c(O)c1	11.4%	/	/	-7.8%	-3.0%	/	/	4.0%
CCN(c1ccccc1)S(=O)(=O)c1ccc(NC(=O)c2cc(=O)c3cc(C)c(C)cc3o2)cc1	2.5%	/	/	-4.1%	-11.3%	/	/	3.8%
Cc1nc2nc(-c3ccccc3)cc(=O)n2[nH]1	?	5.3%	-144.4%[inhibitor][0.074 µM]	8.9%	8.4%	-13.3%	-4.0%	-3.1%
Nc1ncc2c(n1)-c1ccccc1CC2	/	?	4.9%	-3.7%	3.8%	?	-22.1%	-10.5%
O=C(Nc1ccc(C2CCCCC2)cc1)C1CCCN(c2ncccn2)C1 (stereo not given)	14.5%	-7.4%	-3.0%	2.7%	7.5%	5.5%	2.6%	-9.0%
Cc1cs/c(=N\N=C\c2ccc(O)cc2)n1Cc1ccco1	?	?	/	?	?	-1.9%	10.0%	?
Cc1cc(/C=C(\C#N)c2nnc(N3CCOCC3)n2-c2ccccc2)c(C)n1-c1ccccc1	-17.6%	?	-2.4%[10 µM]	-6.5%	5.8%	-2.4%	?	?
Cc1ccc(S(=O)(=O)N(Cc2cc3cccc(C)c3[nH]c2=O)c2ccccc2)cc1	-2.9%	?	-26.6%[10 µM]	-5.6%	-5.9%	4.4%	-5.3%	8.7%
Cc1ccc(NC(=O)Cn2c(=O)c3ccc(Cl)cc3n3nncc23)cc1	0.7%	/	/	7.2%	-1.0%	/	/	8.6%
Cc1ccc(S(=O)(=O)N/N=C/C(C)(C)CO)cc1	-39.5%	?	-7.7%[10 µM]	-2.2%	3.2%	1.2%	-3.8%	-3.0%
COc1ccc(NC(=O)c2c([N+](=O)[O-])c(C(C)(C)C)nn2C)cc1	/	/	11.8%[10 µM]	-10.3%	-9.4%	-6.6%	1.7%[9.22 µM]	-9.4%
O=S(=O)(c1ccccc1)c1nc(-c2cccs2)oc1SCc1ccccc1F	10.5%	/	/	?	?	/	/	-14.7%
CN(c1cccc(NC(=O)CSc2ccc(Cl)cc2)c1)S(C)(=O)=O	7.8%	2.6%	1.4%	-17.9%	0.8%	-0.6%	-9.8%	-12.0%
CNc1nc2c(c(=O)n(C)c(=O)n2C)n1Cc1ccccc1	-76.4%[inhibitor]	-2.7%	-48.3%[inhibitor]	0.4%	-5.1%	8.7%	9.2%[9.22 µM]	0.6%
Cc1ccc(NC2=C(Cl)C(=O)OC2OC(C)C)c(C)c1 (stereo not given)	-7.2%[1.84 µM]	-1.4%	16.7%[10 µM]	-11.8%	6.8%	2.6%	-0.5%	-7.1%
O=[N+]([O-])c1ccc(CSc2ccc(-c3ccccn3)nn2)cc1	-7.0%	-3.5%	-10.9%	-12.9%	5.7%	5.3%	12.5%	?
CCC(C)NC(=O)COC(=O)c1ccc(Cl)cc1O (stereo not given)	13.3%	-0.9%	6.3%[10 µM]	1.8%	-2.3%	?	9.0%	-0.6%
COc1cccc(NC(=O)COC(=O)Cc2ccc(Br)cc2)c1	-6.4%	8.6%	7.3%	-26.2%	-2.0%	1.9%	6.0%	-7.2%
Clc1ccccc1Cc1noc(CN2CCN(Cc3ccccn3)CC2)n1	3.5%	?	-4.6%[10 µM]	1.1%	0.4%	-8.3%	9.3%[9.22 µM]	-11.8%
CCN1CCN(c2cc(C)c3cc(NC(=O)Cc4ccc(OC)c(OC)c4)ccc3n2)CC1	-17.8%	?	9.5%[10 µM]	-15.4%	0.3%	?	10.0%	?
OC(CNCC1(N2CCCCC2)CCCCC1)COc1ccc(Cl)cc1Cl (stereo not given)	-32.9%[inhibitor]	?	27.2%[10 µM]	-7.0%	-4.2%	?	?	?
O=c1/c(=C/c2cccc3ccccc23)sc2ncnn12	3.0%	-5.7%	-11.6%	-3.9%	0.8%	-25.2%	6.3%	-8.7%
O=C(/C=C/c1ccc(F)cc1)N1CCN(S(=O)(=O)/C=C/c2ccccc2)CC1	-0.1%	1.7%	-9.3%	1.2%	-1.2%	1.2%	10.6%	3.6%
CN(C)S(=O)(=O)N1CCC(CO)(CCc2ccccc2)CC1	/	1.0%	-24.0%[10 µM]	-11.7%	-1.2%	-0.1%	-12.8%[9.22 µM]	-6.7%
Cc1noc(C)c1/C=N/Nc1ccc2ccccc2n1	14.1µM*	-3.6%	-57.7%	-8.3%	3.3%	?	1.8%	-14.4%
COCCNS(=O)(=O)c1cc(Br)ccc1OC	15.8%	8.1%	7.8%[10 µM]	-15.8%	-11.4%	7.5%	0.8%	-14.2%
CCCOc1ccc(C2c3c(oc4ccccc4c3=O)C(=O)N2c2nc(C)c(C(=O)OCC)s2)cc1 (stereo not given)	0.2%	/	/	-9.1%	-0.3%	/	/	-11.0%
COc1ccc2[nH]c(=O)c(CN(C(=O)c3cccnc3)c3ccc(C)c(C)c3)cc2c1	/	/	10.4%[10 µM]	0.2%	-1.9%	?	-7.5%[9.22 µM]	-6.1%
Cc1ccc(-n2cccc2/C=C2\C(=N)N3N=C(C(C)C)SC3=NC2=O)cc1	8.4%	15.8µM*	-14.2%	-7.0%	10.1%	4.7%	3.6%	?
COc1ccc2c(c1)-c1nc(NC(=O)c3ccc(OC)c(Br)c3)sc1CC2	-22.4%	/	/	?	-12.9%	/	/	?
CCCc1nc2sc3c(c2c(=O)n1NC(=O)c1ccco1)CC(C)(C)OC3	-6.6%	?	/	-0.7%	-0.7%	-2.3%	10.2%	2.7%
COC(=O)C1=C(C)NC(=O)C1(NC(=O)c1ccccc1C)C(F)(F)F (stereo not given)	10.6%	/	/	-0.9%	7.1%	/	/	0.0%
CCN(CC)S(=O)(=O)c1ccc2nnn(OCC(=O)Nc3cccc(C#N)c3)c2c1	-6.9%	14.1µM*	4.2%	?	-13.7%	1.2%	?	-5.3%
CCCN(CCC)CCNC(=O)c1cc2c(=O)n(C)c3ccccc3c2n1C	26.9%	?	9.5%[10 µM]	-7.3%	-3.7%	?	0.4%	?
CCN(CC)CCN(C(=O)c1ccc2c(c1)CCCC2)c1nc2ccc(F)cc2s1	-2.7%	?	-26.7%	-12.1%	-5.5%	-3.3%	-2.0%	-9.1%
COc1cccc(C(=O)CC(=O)C(=O)Nc2cc(Cl)c(OC)cc2OC)c1	-27.3%	?	-5.1%	-12.7%	2.6%	?	7.3%	?
O=C(c1cncc(Br)c1)N1CCCc2ccccc21	6.7%	-10.4%	-7.8%	3.1%	0.7%	-2.6%	-7.9%	-1.4%
COC(=O)C(CC(C)C)NC(=O)c1cc(OC)c(OC)c(OC)c1 (stereo not given)	30.1%	?	-11.8%	0.7%	8.8%	4.6%	10.6%	-5.6%

Random excerpt: 4 entries already listed, in no set order.
Compound	SMN2 splice up	ALDH1A1 inh	HTT ATP protect	Tau fluor cs	Tau fibril FP	KDM4E inh	HTT aggregate	Tau ThT inhib
O=S1(=O)CCC(NC(=S)Nc2ccc(Cl)cc2)C1 (stereo not given)	22.1%	3.0%	35.0%[10 µM]	10.0%	-2.3%	-7.3%	12.7%	7.1%
CCOc1cc(C2C(C(=O)O)c3cc(OCC)c(OCC)cc3C(=O)N2C)ccc1O (stereo not given)	-6.7%	-7.7%	5.3%	12.1%	1.7%	-1.0%	-9.9%	2.9%
O=C(COC(=O)C1CC2C=CC1C2)NCCc1ccccc1 (stereo not given)	-3.4%	?	-9.7%	2.1%	3.9%	-3.0%	-6.2%	-0.6%
O=C(Nc1nncs1)c1ccccc1Br	24.8%	-4.5%	3.1%	2.2%	6.1%	7.8%	-6.6%	-3.1%

Source: PubChem BioAssay

Not all compounds are listed; rates above refer to the full screens.
